DRD3 agonist: D3 dopamine receptor (human) agonism. D3R DiscoveRx beta-arrestin cells, luminescence, 90 min. 410,000 tested, 0.58% active. max activation, %. AID 652048; in the data active means max activation above about 30%; further: 0% is about no effect; mostly tested at two doses, the higher about 12 µM
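Cells at 1500/well, incubated overnight, then treated with pinned compounds (dopamine as control) for 90 min at 37 degrees C. DiscoveRx reagent added for 30 - 60 minutes at room temperature; luminescence read.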
GLP-1R agonist: GLP-1 receptor (human) agonism; P43220; HEK293 GLP-1R CRE-luciferase, luminescence, 4-6 h; cells express a hypersensitive GLP-1R form; Potency, µM (top dose mostly 45.6 µM), inactives show at the top dose activation, actives largely listed as activators; 380,000 tested, 0.007% active; AID 624172; further: potency means the concentration at half of the fitted maximal effect; % of control where 0% means no effect
Target sequence (P43220 whole entry, looked up): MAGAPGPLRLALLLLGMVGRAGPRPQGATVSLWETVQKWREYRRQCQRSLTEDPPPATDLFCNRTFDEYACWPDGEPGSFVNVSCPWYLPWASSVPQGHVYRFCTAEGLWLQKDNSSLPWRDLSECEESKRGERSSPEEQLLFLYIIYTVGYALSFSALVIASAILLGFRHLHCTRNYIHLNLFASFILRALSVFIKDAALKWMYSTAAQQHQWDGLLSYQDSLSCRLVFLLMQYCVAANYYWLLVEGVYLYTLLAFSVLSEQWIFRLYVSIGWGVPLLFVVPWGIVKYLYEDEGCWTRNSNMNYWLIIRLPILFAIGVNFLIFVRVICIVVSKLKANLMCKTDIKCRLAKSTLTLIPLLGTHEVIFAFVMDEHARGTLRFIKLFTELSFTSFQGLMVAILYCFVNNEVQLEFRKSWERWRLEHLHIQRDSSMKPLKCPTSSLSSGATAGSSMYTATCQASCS
GLP1R inv ag: acts as inverse agonist at human GLP-1 receptor | P43220 | HEK293 GLP-1R CRE-luciferase, luminescence, 24 h; GLP-1R form is constitutively active | Potency, µM (titrated, usually from 38.3 µM), inactives show at the top dose activity change, negative = inhibition, actives largely listed as inhibitors | 410,000 tested, 1.6% active | AID 624417; further: potency means the concentration at half of the fitted maximal effect; on the % scale 0 is the no-effect control and ±100 the full control effect; nearly all actives have a fitted effect of over 55% in size
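HEK293 cells stably co-expressing constitutively active GLP-1R and a cAMP-responsive luciferase reporter were seeded in DMEM with 10% Nu serum, given compounds after 12 h, and incubated 24 h at 37 deg C. Luminescence was then read.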
DRD3 antagonist: antagonists of human D3 dopamine receptor; P35462; D3R cells, DiscoveRx beta-arrestin luminescence, antagonist mode; hits give low values; max response, negative = inhibition, %; 360,000 tested, 2.5% active; AID 652054; in the data active means max response below about -50%; inconclusive means no clear call, values can overlap the other calls; further: on the % scale 0 is the no-effect control and ±100 the full control effect; mostly tested at two doses, the higher about 12 µM
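Cells expressing the human receptor were seeded at 1500 cells/well, incubated overnight at 37 degrees C in 5% CO2, then exposed to library compounds with dopamine controls for 90 minutes at 37 degrees C before luminescent detection.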
HEK293 tox: cytotoxicity counter-screen for GLP-1 receptor inverse agonists; HEK293 cAMP-luciferase reporter cells, luminescence, 24 h; Potency, µM (top dose mostly 38.3 µM), without a hit: at the top dose activity change, negative = inhibition, usual class: inhibitors; 410,000 tested, 0.13% active; AID 624418;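 further: loss of luciferase light is scored as toxicity; potency means the concentration at half of the fitted maximal effect; on the % scale 0 is the no-effect control and ±100 the full control effect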
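Cells in DMEM/10% Nu serum/1% pen-strep, 1536-well format. Pre-incubated 12 h, dosed with 23 nL compound, incubated a further 24 h. Luciferase detection, 12 min at room temp, luminescence.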
IL2 activator: activates IL-2 in a cell-based reporter assay | AID 652025 | 360,000 tested, 0.065% active | IL-2 activation reporter assay, cell-based qHTS; stimulated with anti-CD3/CD4/CD28 beads; in transgenic mouse T cells | activation, % (series mostly up to about 46 µM); in the data active means activation above about 50%; inconclusive means mostly about 30% to 49%; further: 0% is about no effect
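EGFP and DsRed fluorescence is measured by plate cytometry in unstimulated transgenic mouse T cells exposed to compound for 60 minutes, then stimulated 18 hours at 37 degrees C with anti-CD3/anti-CD4 beads plus anti-CD28.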
PI5P4K alpha inh: PI5P4K alpha (human) kinase inhibition | max response, % | PI5P4Kalpha enzyme, ADP-Glo luminescence, 60 min; hits give low values | P48426 | 330,000 tested, 1.2% active | AID 652105; active means max response of -50% or lower; inconclusive means between -30% and -50%; inactive means -30% or higher; further: value at the top dose of about 77 µM; on the % scale 0 is the no-effect control and ±100 the full control effect
Target sequence (P48426 whole entry, looked up): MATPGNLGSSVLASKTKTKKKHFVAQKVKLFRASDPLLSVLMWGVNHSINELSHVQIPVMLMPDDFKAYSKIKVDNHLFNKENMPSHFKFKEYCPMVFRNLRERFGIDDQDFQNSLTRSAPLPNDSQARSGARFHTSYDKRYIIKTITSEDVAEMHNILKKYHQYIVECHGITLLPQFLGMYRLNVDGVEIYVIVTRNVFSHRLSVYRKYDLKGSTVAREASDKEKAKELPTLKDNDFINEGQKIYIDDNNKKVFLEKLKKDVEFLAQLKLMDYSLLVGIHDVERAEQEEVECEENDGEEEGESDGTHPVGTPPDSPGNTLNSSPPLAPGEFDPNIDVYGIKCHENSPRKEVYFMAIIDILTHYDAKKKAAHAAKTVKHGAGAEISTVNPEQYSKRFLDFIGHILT
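ADP-Glo luminescence end-point after a 60 min room-temperature kinase reaction. PI5P4Kalpha and substrate in HEPES pH 7.4 buffer with EGTA, 0.1% CHAPS and 5% DMSO; ATP at 5 microM final.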
WRN helicase inh: blocks human WRN helicase; Q14191; WRN helicase unwinding, fluorescent forked duplex, kinetic; Potency, µM (titrated, usually from 114 µM), for inactives: at the top dose activity change, negative = inhibition, hits mostly inhibitors; 360,000 tested, 0.46% active; AID 651768; further: potency means the concentration at half of the fitted maximal effect; on the % scale 0 is the no-effect control and ±100 the full control effect; nearly all actives have a fitted effect of over 55% in size
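Fluorescence dequenching readout, ex 525 nm/em 598 nm, kinetic mode: forked duplex DNA (100 nM final) with adjacent fluorophore and quencher unwound by WRN (20 nM final) with 2 mM ATP. Compound preincubation 15 min, room temperature.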
PLK1 PBD block: PLK1 (human) polo-box domain binding inhibition. P53350. Plk1 PBD binding of FITC phosphopeptide, fluorescence polarization. Potency, µM, inactives show max response, negative = inhibition, hits mostly inhibitors. 360,000 tested, 2.8% active. AID 720504; further: potency means the concentration at half of the fitted maximal effect; series mostly up to about 57 µM; on the % scale 0 is the no-effect control and ±100 the full control effect; nearly all actives have a fitted effect of over 65% in size
* hit, by the source's call; ? = inconclusive; . = not tested or not shown; & = joins results of further samples; [ ] = dose if it differs, or a comment. Unless noted, the call rests on the fitted dose curve; in most records, active means well fitted curve in the direction sought with a large enough effect; inconclusive means small, poorly fitted or top-dose-only effect, or another doubt; inactive means no such curve, though single readings can be large; an effect the other way counts as inactive or inconclusive.

SMILES,PI5P4K alpha inh,PLK1 PBD block,DRD3 agonist,GLP1R inv ag,DRD3 antagonist,IL2 activator,WRN helicase inh,HEK293 tox,GLP-1R agonist
CCS(=O)(=O)N1CCN(c2c(Cl)cccc2[N+](=O)[O-])CC1,1,-7%,1,?,11,-2.1,5%,-13%,9%
O=C(Nc1ccc(Cl)cn1)c1ccc2ccccc2n1,12,-4%,7,0%,-16,-0.1,-2%,6%,1%
COc1cc(OC)c(OC)cc1CNCCNC(=O)c1nonc1N,.,-8%,0,8%,-11,-1.4,2%,2%,0%
O=C(N/C(=C/c1ccccc1Cl)C(=O)N1CCCCC1)c1ccco1,-5,-4%,7,-25%,1,-1.8,-28%,16%,12%
COc1ccc(CC2(CO)CCN(Cc3cccc(OC)c3OC)CC2)cc1,-3,2%,-12,-13%,1,0.2,3%,6%,0%
CC(NC(=O)CC(O)(C(F)(F)F)C(F)(F)F)c1ccccc1 (stereo not given),.,-2%,1,-7%,5,2.1,-3%,5%,-1%
Cc1ccc(C)c(N2CCN(C(=O)Cc3ccc(NC4=NC5CS(=O)(=O)CC5S4)cc3)CC2)c1 (stereo not given),5,-4%,3,14%,1,0.7,-2%,-10%,12%
N#Cc1cccc(NC(=O)CNc2cc(S(=O)(=O)N3CCOCC3)ccc2N2CCCC2)c1,-1,8%,4,?,5,0.0,-8%,1%,11%
OCc1cc(CO)c(O)c(CCc2ccccc2)n1,-1,-2%,0,1%,2,-3.0,6%,-7%,-6%
Cc1ccc(N(C(=O)Cc2cccs2)C(C(=O)NC2CCCC2)c2ccncc2)cc1 (stereo not given),-5,-10%,1,-7%,1,-0.4,-13%,-5%,10%
Cc1onc(-c2ccccc2)c1-c1nnc(COC(=O)c2ccc(N(C)C)cc2)o1,3,6%,19,?,67,-2.5,-2%,0%,-1%
CCc1cccc(CC)c1N(COC)C(=O)Cn1ccccc1=N,7,-1%,-2,9%,14,0.6,-6%,1%,2%
COC(=O)c1cc(=O)n2c(sc3ccccc32)c1C#N,-4,-8%,3,4%,-25,-0.6,-9%,-2%,11%
COc1ccc(C(c2nnnn2C2CCCC2)N2CCN(C(=O)c3ccco3)CC2)cc1OC (stereo not given),1,?,4,3%,20,-0.5,-13%,-19%,5%
COc1ccc(-c2nnc(SCC(=O)NC3CCCCC3)n2N)cc1,2,?,-1,36%,-14,0.4,-2%,5%,3%
CNCC(O)COc1ccccc1 (stereo not given),.,-2%,-3,0%,34,-0.9,10%,-7%,0%
CC(C)(C)NC(=O)NC(=O)COC(=O)c1ccc(OC(F)F)cc1,9,-13%,4,-9%,-3,-2.6,0%,2%,-2%
CCOC(=O)C1(O)CSc2nc3sc(C(=O)O)c(C)c3c(=O)n21 (stereo not given),-28,-12%,2,5%,?,2.6,-4%,13%,7%
COc1ccc(NC(=O)C(OC(=O)Cn2cnc3c2c(=O)n(C)c(=O)n3C)c2ccccc2)cc1Cl (stereo not given),-1,0%,2,2%,-4,0.1,-6%,-18%,4%
COC(=O)C(C)Oc1ccc2c(c1)O/C(=C\c1ccco1)C2=O (stereo not given),?,-19%,-8,9%,14,0.5,-18%,-12%,6%
Cc1ccc(-n2c(SCC(=O)O)nc3sc4c(c3c2=O)C(C)CCC4)cc1 (stereo not given),4,-21%,-12,5%,-2,-0.1,-13%,11%,-3%
COc1ccc(NC(=O)CN(C)C(=O)C2CC(=O)N(CCc3ccc(OC)c(OC)c3)C2)cc1 (stereo not given),1,5%,0,-21%,5,-6.0,1%,-6%,3%
CCOc1ccccc1N(CC(=O)NC1CCCCC1)C(=O)CCC(=O)Nc1nccs1,-7,-9%,3,-2%,1,-1.6,3%,8%,18%
Oc1ccc(N=Cc2ccc(OCc3ccccc3)cc2)cc1,?,?,2,249%[activator],-6,-1.1,-19%,?,8%
Cc1ccc(C(=O)N2CCN(c3ccccc3Cl)CC2)cc1[N+](=O)[O-],-5,7%,1,?,-6,-0.6,-6%,-16%,17%
COc1cc(-c2nnn(CC#N)n2)ccc1OCc1ccccc1,.,1%,-10,5%,-22,0.0,-10%,1%,2%
COc1ccc(CCNC(=O)COc2ccc3c(C)cc(=O)oc3c2)cc1,-2,3%,5,9%,13,-0.5,-8%,9%,8%
O=C(CN1CCN(c2ccccn2)CC1)NC(=O)NC1CCCCC1,0,-8%,1,?,27,-0.7,-27%[57.1 µM],-2%,7%
Cc1cc([N+](=O)[O-])nn1CCCC(=O)Nc1ccc2c(c1)OCO2,1,-5%,0,0%,-28,-3.0,-33%,-4%,4%
Cc1nc2sc(C(c3ccco3)N3CC(C)OC(C)C3)c(O)n2n1 (stereo not given),-1,-3%,0,3%,7,0.7,1%,-3%,2%
O=C(Nc1cccc(NC(=O)c2ncn[nH]2)c1)c1cccc(Cl)c1,-5,0%,2,-2%[7.66 µM],17,-0.1,-9%,2%[7.66 µM],-2%
CCCc1c(C(=O)Nc2cc(C)on2)cnn1-c1ccccc1,4,-10%,-4,-12%,-14,2.5,-20%,15%,1%
C=C(C)C1CC=C(C)/C(=N/NC(=O)COc2ccc(C)cc2)C1 (stereo not given),0,0%,6,0%,-22,-1.3,-1%,9%,-6%
COc1ccccc1NC(=O)CSc1nnnn1C1CCCCC1,1,0%,-12,-5%,-6,-3.2,6%,1%,8%
COc1ccc(/C=C(\NC(=O)c2ccco2)C(=O)N2CCCCC2)cc1,-5,-5%,3,-22%,0,0.0,6%,-5%,10%
C/C(=N/NC(=O)COc1ccc(C(C)(C)C)cc1)c1ccc(N2CCOCC2)cc1,0,6%,0,-16%,4,0.2,-14%,7%,0%
Cc1cc(C)n(CCN(C)C(=O)C2CCC(=O)N(CCc3cccc(F)c3)C2)n1 (stereo not given),-1,-16%,-3,4%,-16,-0.2,3%[57.1 µM],-7%,-1%
Cc1c(C(=O)C(=O)NCc2ccco2)c2ccccc2n1C,2,-8%,3,17%,11,-1.0,-26%,-3%,1%
O=C(N/N=C/c1ccc([N+](=O)[O-])o1)c1cccc(S(=O)(=O)N2CCOCC2)c1,-1,-7%,0,58%[activator],12,-1.8,-10%,5%,0%
COc1ccc(-c2nc3ccccc3c(=O)n2CCOc2c(C)cccc2C)cc1,-1,-14%,-5,31%[activator],-17,-0.7,-26%[57.1 µM],-8%,1%
CC12C=CC(=O)C=C1CCC1C2CCC2(C)C(C(=O)CO)CCC12 (stereo not given),5,-8%,12,52%[activator],5,-0.7,-3%,-10%,16%
CN(c1ccccc1)S(=O)(=O)c1cccc(C(=O)NCCc2ccc(O)c(O)c2)c1,?,-8%,3,-10%,-8,-0.9,-34%,21%,7%
CCOC(=O)c1c(CN2CCCCC2)oc2ccc(OC)cc12,-6,-5%&5%,-21&-3,?,?,-1.7&-1.1,-1%&0%,-8%&-28%,12%&16%
Cn1c(=O)c2c(nc3n2CC(COc2ccccc2)O3)n(C)c1=O (stereo not given),-1,3%,0,2%,82,0.6,6%,4%,-6%
NC(=O)c1ccsc1NC(=O)COC(=O)[C@@H]1CCCN1C(=O)c1cccs1,-11,-5%,17,4%,10,-0.3,-16%,2%,8%
O=C(Nn1c(=O)[nH]c2ccccc2c1=O)c1ccco1,1,-6%,3,21%,11,-1.3,4%,-6%,-10%
COc1cc(NC(=O)c2ccccc2[N+](=O)[O-])ccc1NC(=O)C(C)C,0,5%,-9,17%,4,0.2,-4%,0%,5%
CCC(=O)c1ccc(OCCn2cnc3ccccc32)cc1,-12,?,2,42%,-2,-1.7,-5%,3%,8%
CC(C)(C)c1ccc(C(=O)NCc2nnc(SCC(=O)NC3CCCCC3)o2)cc1,-3,-17%,21,-16%,2,-4.2,-14%,-17%,-1%
CC(C)CC(NC(=O)C1CCC(C)CC1)C(=O)NCc1ccccn1 (stereo not given),0,-2%,25,-17%,16,0.9,-18%,-3%,5%

(continued)
SMILES,PI5P4K alpha inh,PLK1 PBD block,DRD3 agonist,GLP1R inv ag,DRD3 antagonist,IL2 activator,WRN helicase inh,HEK293 tox,GLP-1R agonist
O=C(N/N=C/c1ccc2cccnc2c1)c1ccco1,-6,1%,8,?,?,0.7,6%,-12%,-1%
Cc1ccc(NC(C)C(=O)N/N=C/c2ccc([N+](=O)[O-])s2)cc1 (stereo not given),3,-2%,2,?,-3,-0.8,-20%,?,10%
CCc1cc(Cn2nc(-c3ccccc3)cc2C(=O)O)on1,-1,-4%,-22,5%,0,-0.3,4%,1%,-5%
CCCS(=O)(=O)NC(=O)C1(C)CCN(C(=O)c2ccc(C(F)(F)F)nc2C)C1 (stereo not given),-6,2%,3,27%,0,1.7,3%,7%,-6%
Cn1c(C(=O)NCCN2CCOCC2)cc2c(=O)n3ccccc3nc21,-1,-1%,-7,49%[activator],-6,2.2,9%,475%[activator],-3%
c1csc(-c2cn3c(n2)SCC3)c1,-26,-17%,-9,3%,-1,-0.3,1%,-19%,-12%
CC1(C)CC(=O)C(C=Nc2cc(C(=O)c3ccccc3)ccc2N)=C(O)C1,0,-11%,-27,?,-125*,-1.8,5%,33%[activator],11%
O=C(c1ccc(Oc2ccccc2)cc1)C1CCCN(C(=O)c2cnccn2)C1 (stereo not given),-5,-1%,8,?,6,-4.6,-3%,2%,16%
CC(=O)CSc1nc(N)c(C#N)c(-c2cccs2)c1C#N,-13,-18%,-6,0%,0,-2.4,-14%,-2%,11%

Fetched by compound from above (2):
SMILES,PI5P4K alpha inh,PLK1 PBD block,DRD3 agonist,GLP1R inv ag,DRD3 antagonist,IL2 activator,WRN helicase inh,HEK293 tox,GLP-1R agonist
COc1ccc(CC2(CO)CCN(Cc3cccc(OC)c3OC)CC2)cc1,-3,2%,-12,-13%,1,0.2,3%,6%,0%
Cn1c(=O)c2c(nc3n2CC(COc2ccccc2)O3)n(C)c1=O (stereo not given),-1,3%,0,2%,82,0.6,6%,4%,-6%
